NCI-60 one-dose screen, 48 h, at 10 µM unless noted. Numbers give growth in % (100 = growth as untreated, 0 = no growth, -100 = all killed).
HCT-15: HCT-15 colon cancer; AID 1794746; 5.2% of 82,000 active
KM12: KM12 colon cancer cells | 5% of 82,000 active | AID 1794800
SW-620: SW-620 colon cancer; 5.2% of 82,000 active
COLO 205: COLO 205 colon cancer; 7.3% of 79,000 active; AID 1794742
SNB-75: SNB-75 CNS cancer; 5% of 79,000 active; AID 1794750
HT29: HT29 colon cancer; AID 1794748; 7.4% of 81,000 active
HCT-116: HCT-116 colon cancer; AID 1794798; 7.3% of 82,000 active
A498: A498 renal cancer cells. AID 1794774. 5.4% of 76,000 active
HCC-2998: HCC-2998 colon cancer | 4.7% of 79,000 active | AID 1794799
Starred values were filed as active, the others as inactive; nt = no result given; & = joins results of further samples; [ ] = dose if it differs, or a comment. Rule for the calls: active = growth percent below 10; inactive = the rest.

SMILES	HCT-15	KM12	SW-620	COLO 205	SNB-75	HT29	HCT-116	A498	HCC-2998
O=c1c2oc3ncccc3c2ncn1-c1ccccc1	104	94	96	97	70	102	97	112	97
N#CC1c2ccccc2-c2ccccc2N1C(=O)c1ccccc1 (configuration not stated)	12	5.9*	27	-1.4*	40	12	6.8*	8.7*	-46*
CC/C=C\C[C@H](O)C/C=C1/C(=O)C=C[C@@H]1C/C=C\CCCC(=O)N(C)C	-22*	-51*	-42*	-59*	72	-72*	-63*	50	-91*
CC(=O)[C@H]1CC[C@H]2[C@@H]3CC[C@H]4CC=CC[C@]4(C)[C@H]3CC[C@]12C	90	113	101	106	74	79	85	103	97
COC(=O)N[C@H]1CCc2cc(OC)c(OC)c(OC)c2-c2ccc(SC)c(=O)cc21	9.5*	1.2*	17	-19*	32	2.3*	5.3*	nt	6.5*
Cc1nc(N)c(Br)c(C)c1Br	109	106	102	109	95	108	102	87	112
CN1CCN(Cc2ccc(NC(=O)c3cncc(C#Cc4cnc(N)cc4C#N)c3)cc2C(F)(F)F)CC1	15	5.5*	-2.0*	-31*	33	5.8*	1.5*	-9.0*	23
C/C=C\COc1cc(C)c(Cl)cc1Cl	109	109	96	107	89	114	110	101	118
O=C1C(=O)c2ccccc2C(O)=C1CCCc1ccc(Oc2ccccc2)cc1	74	67	40	111	71	113	22	66	103
NCCCC[C@H](N[C@@H](CCc1ccccc1)C(=O)O)C(=O)N1CCC[C@H]1C(=O)O	105	107	104	106	94	107	106	106	111
O=C(c1ccc2nc(NS(=O)(=O)c3ccc4ccccc4c3)sc2c1)N1CCN(c2ccc(Cl)c(Cl)c2)CC1	102	99	93	99	96	99	87	100	113
Brc1ccc2oc3ccccc3c2c1	101	100	87	103	92	108	104	90	100
COc1ccccc1C(=O)Nc1cccc(C2CC(=O)c3c(cc(OC)c(OC)c3OC)O2)c1 (configuration not stated)	91	104	95	105	87	102	86	72	101
O=c1/c(=C/Nc2cccc(O)c2)sc2ncnn12	95	99	112	106	90	83	96	88	107
O=C(NC1CC(=O)N(Cc2cccc(C(F)(F)F)c2)C1)c1cc(C(F)(F)F)ccc1O (configuration not stated)	103	108	101	113	70	108	101	89	106
O=C(CSc1nc2ccccc2c(=O)n1-c1ccccc1)N/N=C/c1ccc(N2CCOCC2)cc1	103	105	105	110	89	110	102	118	117
Cc1ccc(C2CC(c3ccc(NC(=O)Nc4ccccc4)cc3)=NN2c2ccc(S(N)(=O)=O)cc2)cc1 (configuration not stated)	-68*	-50*	-83*	-66*	-68*	-62*	-74*	-93*	-75*
COc1ccc(SC2c3cc(OC)ccc3Oc3nc(N)c(C#N)c(N)c32)cc1 (configuration not stated)	81	61	70	101	50	97	78	107	117
Cc1ccn2c(C(=O)c3ccc(Br)cc3)cc(C(=O)/C=C/c3ccc(N(C)C)cc3)c2c1	101	101	107	109	101	114	110	113	121
CC(C)(N)CO[C@H]1C[C@H]2CC[C@@]1(C)C2(C)C	91	94	88	109	89	101	90	82	102
O=c1c2sc3ncc(Br)cc3c2ncn1-c1ccccc1	97	95	95	109	23	93	54	77	100
Oc1ccc2ccccc2c1N=Nc1ccccn1	27	34	nt	16	59	21	1.4*	80	45
O=C1CNc2cccc3cccc(c23)NC1	94	104	102	110	82	98	99	111	108
O=C(O)c1ccc2c(c1Nc1ccccc1)C(=O)c1ccccc1C2=O	102	103	86	97	84	97	90	119	nt
COc1ccc(Cc2nnc(NC(=O)C(N)Cc3ccccc3)s2)cc1 (configuration not stated)	100	97	96	116	79	96	92	102	103
CCCC(=O)Oc1ccc(C(C)(C)C)cc1	108	106	105	109	98	103	100	80	103
COc1ccc([C@@H]2[C@H](C(=O)Nc3cccc4c3CCCC4)c3ccccc3C(=O)N2c2ccc(OC)cc2)cc1	95	79	104	104	77	70	69	nt	93
CC(C)C(=O)Nc1ccc(C(=O)NC(=S)Nc2ccc(S(N)(=O)=O)cc2)cc1	98	99	104	119	85	108	101	112	98
COc1ccc(/C=N/c2n[nH]c(Nc3ccccc3)n2)cc1OC	97	104	108	112	95	114	123	110	102
Cc1nnc(/N=C2\NC(=O)/C(=C/c3ccc(O)cc3)S2)s1	91	92	107	101	88	105	92	96	93
Cc1ccc2nc3ccccc3c(NCc3ccc(Cl)cc3)c2c1	14	77	32	-53*	66	5.4*	15	13	-79*
CNC(=O)c1cc(-c2ccc(NS(=O)(=O)c3ccc(C(C)(C)C)cc3)cc2)nc2cccnc12	101	80	82	105	102	96	77	106	107
CC1CN2COC(=S)SSSSC(=S)OCN3CC(C)N(COC(=S)SSSSC(=S)OCN1CC2C)CC3C (configuration not stated)	116	111	106	110	85	108	87	119	nt
CCOC(=O)Cc1csc(Nc2ccc(C(=O)O)cc2)n1	103	95	99	119	105	95	100	nt	103
Cc1nc(NC(=O)NC2CCCCC2)sc1C(=O)NNC(=O)NC1CCCCC1	85	92	100	100	61	78	104	82	99
C[C@@H]1C[C@H]2C(=O)O[C@@H](C)C(NC(=O)[C@H](Cc3cc(F)cc(F)c3)NC(=O)Nc3ccc(Cl)cc3F)C(=O)N3CCC[C@H]3C(=O)N3CCCC[C@H]3C(=O)N[C@@H](CO)C(=O)N2C1 (some centres not stated)	13	42	40	-23*	31	35	9.8*	nt	26
CCSc1nc(-c2ccc(F)cc2)c(C#N)c(=O)[nH]1	104	100	107	126	94	106	109	112	100
CCN(CC)c1ccc2c(c1)OS(=O)(=O)N=C2	102	113	103	nt	88	111	100	nt	114
C/C=C(\C)C(=O)O[C@@H]1C2C=C3C4CC(=O)O[C@@H](c5ccoc5)[C@]4(C)CC[C@@H]3[C@@](C)(C2=O)[C@@H]([C@@H](O)C(=O)OC)C1(C)C (some centres not stated)	99	101	98	104	87	88	94	76	112
COc1ccc(NC2=C(c3cn(C)c4ccccc34)C(=O)OC2)cc1OC	99	100	97	109	90	99	98	nt	109
c1cnc2c(c1)CCC[C@@H]2N(CCCN1CCNCC1)Cc1nc2ccccc2[nH]1	89	101	90	87	nt	89	88	116	105
Cc1cc([N+](=O)[O-])ccc1Nc1ccc(C(=O)Nc2nc(C(=O)N3CCN(C(c4ccccc4)c4ccccc4)CC3)cs2)cc1[N+](=O)[O-]	55	58	78	53	69	87	57	92	79
c1ccc(-c2ccc(-c3ccccc3)[nH]2)cc1	95	97	105	127	88	101	93	64	100
COc1ccccc1NC(=S)N/C=C(\C#N)S(=O)(=O)c1ccc(C)cc1	96	101	104	97	82	99	90	96	103
COc1ccc(N2N=C(c3ccc4c(c3)OCO4)CC2c2cccc(NC(=O)CCNS(=O)(=O)c3ccc(Cl)cc3)c2)cc1 (configuration not stated)	33	21	56	29	49	17	27	-4.5*	8.6*
C=C(C)[C@@H]1CC[C@]2(C)[C@H](CC[C@@H]3[C@@H]([C@@](C)(O)CCC=C(C)C)CC[C@]32C)[C@@]1(C)CCC(=O)N1CCN(C)CC1	-93*[100 µM]	-83*[100 µM]	-75*[100 µM]	-81*[100 µM]	-93*[100 µM]	-71*[100 µM]	-86*[100 µM]	-96*[100 µM]	-92*[100 µM]
CS(=O)(=O)c1ccc(N2N=C(c3ccc(NC(=O)Nc4ccccc4)cc3)CC2c2ccc(Br)cc2)cc1 (configuration not stated)	64	72	90	107	83	81	56	109	90
COc1ccc(C(=O)/C=C/Nc2ccc(S(=O)(=O)O)cc2)cc1	104	107	106	111	126	122	105	111	106
Cc1ccc(S(=O)(=O)NN=C(c2ccc(Cl)cc2)c2ccc(S(C)(=O)=O)cc2)cc1	101	101	98	101	104	107	97	97	109
c1ccc2c(-c3nc(-c4c[nH]c5ccncc45)cs3)c[nH]c2c1	6.0*	34	-63*	-78*	58	2.0*	-15*	86	-34*
COc1cccc(/C=C/C(=O)c2cc3c(N)c(C(=O)Nc4cccc(Cl)c4C)sc3nc2C)c1	-57*	-20*	-29*	-27*	-1.8*	-81*	-34*	-13*	-80*
CN(C)Cc1cc(S(=O)(=O)c2cc(CN(C)C)c(O)c(CN(C)C)c2)cc(CN(C)C)c1O	95	105	101	108	90	111	106	102	101
O=C(Nc1nc2c(F)cc(F)cc2s1)C(Cl)(Cl)Cl	98	97	98	116	86	110	101	95	110
c1ccc(CSc2nnc(-c3cc(-c4ccccc4)nc4ccccc34)o2)cc1	64	74	75	94	88	47	47	55	100
CCCCCCCCCCC/C=N/Nc1ccc([N+](=O)[O-])cn1	106	100	98	111	96	104	105	109	114
CC(C)(C)c1ccc(N2C(=O)[C@@]3(Oc4ccccc4[C@H]4CC(c5ccc(Br)cc5)=NN43)c3ccccc32)cc1	32	26	54	77	59	43	34	126	26
CCNC(=S)n1nc(-c2cccc(Cl)c2)nc1N	102	104	106	107	82	102	99	nt	103
COc1ccc(-c2nc(-c3ccccc3)c(-c3ccccc3)n2CCc2ccc(S(N)(=O)=O)cc2)cc1	100	100	109	112	103	106	106	100	102
O=C1OC(Oc2ccc(Br)cc2)(c2ccccc2)c2ccccc21 (configuration not stated)	59&70	76&88	66&79	111&105	77&61	71&75	55&66	94&80	87&102
CC(=O)Nc1nc2c(s1)Nc1cc(Cl)c(Cl)cc1NC2=O	107	105	115	101	103	101	115	95	93

(next part)
SMILES	HCT-15	KM12	SW-620	COLO 205	SNB-75	HT29	HCT-116	A498	HCC-2998
CCCSc1nc(NC2CC2)c(C#N)c(-c2ccccc2)n1	100	103	106	130	99	102	93	101	112
Cn1c2c(c(=O)n(C)c1=O)CS(=O)c1ccccc1N2 (configuration not stated)	99	111	107	101	86	98	97	112	99
Cn1c(=O)c2c(nc(Nc3cc(=O)[nH]c(=O)[nH]3)n2Cc2ccccc2)n(C)c1=O	98	5.2*	19	-2.4*	-21*	-4.5*	94	-14*	107
CCCC(O)(CCC)CC(C)(C)C	98	105	110	106	109	97	105	98	102
O=C(O)COc1cccc(O)c1	111	107	105	111	91	106	111	97	97
COc1cccc(-c2nc3sccn3c2-c2ccnc(NCCNS(=O)(=O)c3ccc(F)cc3)n2)c1	83	74	118	75	nt	64	88	92	nt
CC1=C(C)C[C@]2(Cc3c(C)cccc3C2=O)S(=O)C1 (some centres not stated)	100	73	80	87	81	63	70	132	95
CN1CCN(C(=O)c2ccc(-c3nc4ccc5[nH]ncc5c4c4c3CCC4)cc2)CC1	85	91	73	88	99	83	63	58	85
COc1ccc(C(=O)/C=C/c2ccc(Cl)cc2)cc1S(=O)(=O)Nc1cccnc1	46	49	44	90	76	96	46	95	103
COc1ccc(C2=CCCC2)c(OC)c1	112	109	111	118	92	104	106	nt	98
O=C(N/N=C\c1c[nH]c2ccccc12)N/N=C/c1c[nH]c2ccccc12	97	91	112	103	98	109	102	nt	nt
Nc1ncnc2c1ncn2[C@@H]1O[C@H](COCC[C@@H](N)C(=O)O)[C@@H](O)[C@H]1O	104	104	105	117	108	108	110	112	100
CCOC(=O)c1c(N)oc2c(-c3ccccc3)c3c(C(=O)OCC)c(N)oc3cc12	85	99	100	98	101	93	104	96	107
N#C/C(=C\c1ccc(Cl)cc1)n1nnc2cc(F)c(F)cc21	2.0*	16	-15*	8.6*	16	10.0*	-12*	nt	17
O=NN(CCCl)C(=O)Nc1ccc(NC(=O)N(CCCl)N=O)cc1	95	103	66	105	64	115	100	67	105

Part of the list above in order of count of non-hydrogen atoms, highest first.
SMILES	HCT-15	KM12	SW-620	COLO 205	SNB-75	HT29	HCT-116	A498	HCC-2998
COc1cccc(-c2nc3sccn3c2-c2ccnc(NCCNS(=O)(=O)c3ccc(F)cc3)n2)c1	83	74	118	75	nt	64	88	92	nt
CN1CCN(C(=O)c2ccc(-c3nc4ccc5[nH]ncc5c4c4c3CCC4)cc2)CC1	85	91	73	88	99	83	63	58	85
CCOC(=O)c1c(N)oc2c(-c3ccccc3)c3c(C(=O)OCC)c(N)oc3cc12	85	99	100	98	101	93	104	96	107
COc1ccc(C(=O)/C=C/c2ccc(Cl)cc2)cc1S(=O)(=O)Nc1cccnc1	46	49	44	90	76	96	46	95	103
O=C(N/N=C\c1c[nH]c2ccccc12)N/N=C/c1c[nH]c2ccccc12	97	91	112	103	98	109	102	nt	nt
O=NN(CCCl)C(=O)Nc1ccc(NC(=O)N(CCCl)N=O)cc1	95	103	66	105	64	115	100	67	105
CCCSc1nc(NC2CC2)c(C#N)c(-c2ccccc2)n1	100	103	106	130	99	102	93	101	112
Cn1c2c(c(=O)n(C)c1=O)CS(=O)c1ccccc1N2 (configuration not stated)	99	111	107	101	86	98	97	112	99
CC1=C(C)C[C@]2(Cc3c(C)cccc3C2=O)S(=O)C1 (some centres not stated)	100	73	80	87	81	63	70	132	95
COc1ccc(C2=CCCC2)c(OC)c1	112	109	111	118	92	104	106	nt	98
CCCC(O)(CCC)CC(C)(C)C	98	105	110	106	109	97	105	98	102
O=C(O)COc1cccc(O)c1	111	107	105	111	91	106	111	97	97

(next part)
SMILES	HCT-15	KM12	SW-620	COLO 205	SNB-75	HT29	HCT-116	A498	HCC-2998
CC(=O)c1nc2ccccc2n1CC(=O)c1cccc(Cl)c1	27	8.7*	23	117	21	94	5.8*	89	30
CCOC(=O)c1ncc2ncc(-c3ccc(OC)cc3)cn12	101	110	106	103	111	nt	96	92	99
c1ccc(-c2cc(-c3ccccc3C3CC3)no2)cc1	92	98	96	127	80	92	86	89	94
CCSc1nc(-c2cccs2)n2nc(-c3cccs3)cc2n1	68	80	100	124	76	91	90	93	58
O=C(O)CCC(CCC(=O)O)(C(=O)O)C(=O)O	102	104	109	106	89	107	104	106	107
CCc1ccc(NC(=O)N[C@@H](Cc2cccc(F)c2)C(=O)N[C@@H]2C(=O)N3CCC[C@H]3C(=O)N3CCCC[C@H]3C(=O)N[C@@H](CO)C(=O)N3C[C@H](C)C[C@H]3C(=O)O[C@H]2C)c(F)c1	15	38	35	-50*	26	36	11	nt	24
